# Screening data as filed in PubChem.
# RAD52 anneal inh: RAD52 (human) annealing inhibition; inhibition, % at 18.7 µM; hit rate 0.46% among 360,000; recombinant RAD52 DNA annealing, FRET fluorescence; P43351; AID 651710;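 active means every replicate showing at least 50% inhibition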
# PglD DTNB: blocks C. jejuni PglD acetyltransferase activity; purified PglD enzyme, DTNB colorimetric CoA detection; hit rate 0.098% among 360,000; inhibition, % at 12.5 µM; in the data active means inhibition above about 16%, passing the limit was not always enough; further: strong numbers were not always called active
# esBAF inh: SWI/SNF esBAF complex inhibition. mouse ES cells, Bmi1-luciferase knock-in reporter, 24 h; 100% = twice the neutral-well signal. reporter increase, % at 12.5 µM. AID 602393. hit rate 2% among 350,000; in the data active means activation above about 40%;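 further: 0% = median of the plate's neutral control wells and 100% = double that signal; a rise in the Bmi1 reporter signal indicates esBAF inhibition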
# E-sel inducer: induces E-selectin expression in human endothelial cells; P16581; HUVEC E-selectin immunofluorescence imaging; normalized: neutral wells 0, TNF-alpha wells 100; activation, % at 7.58 µM; hit rate 0.37% among 260,000;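 active means mean E-selectin-positive cell signal at least 10% of the positive control, reached in at least 60% of replicates, without over 20% cell loss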;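 further: in these data hits start at about 27%; measured in HUVEC primary endothelial cells; signal is the percent of cells scored E-selectin positive by PE staining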
#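 Read-out: % PE-positive cells | Test system: HUVEC | Doses: One compound dose added by pin transfer | Buffer or medium: EGM-2 over gelatin coat | Signal: Immunofluorescence imaging | Benchmarks: TNF-alpha, DMSO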
# ARNT TACC3 PPI: ARNT/TACC3 interaction disruption. AID 623870. hit rate 0.66% among 390,000. inhibition, % at 9.99 µM. Q9Y6A5. AlphaScreen His-ARNT PAS-B/GST-TACC3 binding, luminescence; TACC3 fragment carries E629A point mutation;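 active means mean inhibition of replicates at least 50% and at least half of replicates each reaching 50%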;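 further: 0% = complete ARNT plus TACC3 wells and 100% = ARNT alone without TACC3; many hits fall short of the cut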
# RAD54 branch: RAD54 (human) branch migration inhibition | Q92698 | RAD54 Holliday junction branch migration, FAM/BHQ fluorescence | inhibition, % at 10.4 µM | hit rate 0.14% among 360,000;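 active means mean normalized replicate activity at least 40 and at least half of replicates scoring 40 or more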;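 further: 0% = median of neutral control wells and 100% = median of positive control wells; inhibitors cause a drop in the FAM fluorescence signal; in these data hits start at about 50%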
# Target sequence (Q92698 whole entry, looked up): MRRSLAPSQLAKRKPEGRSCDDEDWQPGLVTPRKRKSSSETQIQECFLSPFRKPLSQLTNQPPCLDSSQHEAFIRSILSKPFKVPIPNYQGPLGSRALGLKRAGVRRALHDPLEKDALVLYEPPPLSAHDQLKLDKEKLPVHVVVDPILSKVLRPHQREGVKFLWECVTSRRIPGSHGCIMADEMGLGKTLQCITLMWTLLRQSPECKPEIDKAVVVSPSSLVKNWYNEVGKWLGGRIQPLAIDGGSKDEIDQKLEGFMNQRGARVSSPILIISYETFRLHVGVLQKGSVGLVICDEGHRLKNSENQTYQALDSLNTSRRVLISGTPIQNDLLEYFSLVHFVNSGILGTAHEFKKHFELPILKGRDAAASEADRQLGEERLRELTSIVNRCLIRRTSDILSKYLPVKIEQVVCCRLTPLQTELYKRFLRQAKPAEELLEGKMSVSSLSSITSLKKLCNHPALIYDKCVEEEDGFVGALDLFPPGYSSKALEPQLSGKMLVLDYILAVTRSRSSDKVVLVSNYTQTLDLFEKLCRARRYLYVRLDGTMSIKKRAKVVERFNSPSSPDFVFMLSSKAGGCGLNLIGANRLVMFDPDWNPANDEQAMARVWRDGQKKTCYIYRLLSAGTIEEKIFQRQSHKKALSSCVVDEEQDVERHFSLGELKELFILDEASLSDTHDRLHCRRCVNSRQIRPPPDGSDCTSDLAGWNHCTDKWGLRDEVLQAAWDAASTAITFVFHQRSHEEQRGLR
# ERp5 block: inhibitors of human ERp5; AID 651711; ERp5 insulin aggregation, absorbance 650 nm, 90 min; inhibition, % at 9.99 µM; hit rate 0.05% among 350,000; Q15084;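 active means mean replicate inhibition above about 25%, with every replicate also reaching it, limit read from the data, passing the limit was not always enough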
# CASP6 VEID inh: blocks human caspase-6 cleavage activity. P55212. purified caspase-6, Z-VEID-R110 cleavage fluorescence. inhibition, % at 12.5 µM. hit rate 0.53% among 350,000;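 active means mean inhibition across replicates at least about 35%, with every replicate also reaching that limit, limit read from the data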;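 further: 0% = median of neutral control wells and 100% = no fluorescence left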
# Target sequence (P55212 24-179 limits assumed): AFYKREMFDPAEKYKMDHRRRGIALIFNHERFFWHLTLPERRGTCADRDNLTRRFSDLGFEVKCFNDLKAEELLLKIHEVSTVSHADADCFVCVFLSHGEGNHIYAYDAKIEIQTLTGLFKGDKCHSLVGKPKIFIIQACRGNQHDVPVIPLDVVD
# Target sequence (P55212 194-293 limits assumed): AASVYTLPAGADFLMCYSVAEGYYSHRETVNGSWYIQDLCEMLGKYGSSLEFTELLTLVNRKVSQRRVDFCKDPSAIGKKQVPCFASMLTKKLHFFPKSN
# Active calls of the source: *; . = not tested or not shown; & = joins results of further samples. Rows were taken by chance, and some 3.2% of all compounds hit somewhere here.
# Screens by letter: A = RAD52 anneal inh; B = PglD DTNB; C = esBAF inh; D = E-sel inducer; E = ARNT TACC3 PPI; F = RAD54 branch; G = ERp5 block; H = CASP6 VEID inh
CC1(C(=O)NCCCNc2ncc(C(F)(F)F)cc2Cl)C=CCN1C(=O)c1ccccc1 (centres undefined)
  A = -20; B = -3; C = 11; D = -0.1; E = -3; F = -12; G = 9; H = 0

CC1(c2cccc(Br)c2)NC(=O)N(CC(=O)N2CCN(C(=O)c3ccco3)CC2)C1=O (centres undefined)
  A = -12; B = -4; C = 2; D = -0.4; E = .; F = -6; G = -3; H = 3

CC1CCCCC12NC(=O)N(CC(=O)N1CCN(C(=O)c3ccco3)CC1)C2=O (centres undefined)
  A = -4; B = .; C = 2; D = -0.4; E = .; F = .; G = 14; H = 6

COC(=O)CSC1=C(C#N)C(c2cccc(F)c2)CC(=O)N1 (centres undefined)
  A = .; B = 2; C = -1; D = .; E = -2; F = -6; G = .; H = .

COc1ccc(NC(=O)CN(C)S(=O)(=O)c2ccc(C)cc2)c([N+](=O)[O-])c1
  A = -92; B = .; C = .; D = -1.0; E = .; F = .; G = 2; H = -2

COc1ccc(CN2CCN(C(=O)c3ccc4c(c3)CCC4)CC2)cc1OC
  A = -8; B = 2; C = 3; D = .; E = -4; F = -8; G = -3; H = 0

Cc1ccc(Cn2c(=O)n(CCC(=O)NCc3ccc4c(c3)OCO4)c(=O)c3ccccc32)cc1
  A = .; B = -3; C = -4; D = .; E = -4; F = 2; G = .; H = .

COc1ccc(OC)c(-n2c(N)c(C(=O)NCC3CCCO3)c3nc4ccccc4nc32)c1 (centres undefined)
  A = .; B = -2; C = 5; D = .; E = -46; F = 1; G = .; H = .

Fc1ccc(CSc2nnc(-c3cccnc3)o2)cc1
  A = -3; B = .; C = .; D = -1.7; E = -33; F = .; G = 0; H = -1

O=C(Cn1cnc2ccccc2c1=O)c1c[nH]c2ccccc12
  A = -7; B = 2; C = 4; D = .; E = -8; F = -17; G = 17; H = 2

O=C(COC(=O)CNS(=O)(=O)c1ccc(F)c(F)c1F)NC1CCCC1
  A = -13; B = .; C = .; D = -2.2; E = -4; F = .; G = 1; H = 0

O=C(COC(=O)c1ccc(F)cc1)NC1CC1
  A = -4; B = -4; C = 2; D = 8.4; E = 5; F = 4; G = 3; H = 0

CCCNC(=O)N(C)C[C@H]1Oc2cc(C#Cc3ccccn3)ccc2S(=O)(=O)N([C@@H](C)CO)C[C@H]1C
  A = -14; B = -6; C = -1; D = 0.1; E = 2; F = -5; G = 1; H = 1

CC(C)c1ccc(CN2CCN(C(=O)CCl)CC2)cc1
  A = -17; B = .; C = .; D = .; E = 14; F = .; G = 12; H = 6

Cc1noc(C)c1NC(=O)Nc1ccc2c(c1)CC(=O)N([C@H](C)CO)C[C@H](C)[C@H](CN(C)S(=O)(=O)c1ccc(Cl)cc1)O2
  A = -2; B = 2; C = 3; D = 0.3; E = 2; F = 29; G = 4; H = 0

COc1ccc2oc(C(=O)OCC(=O)NC3CC3)c(C)c2c1
  A = -6; B = .; C = .; D = .; E = -9; F = -1; G = 9; H = 2

C[C@H]1CN([C@@H](C)CO)C(=O)c2cc(C#CC3(O)CCCC3)cnc2O[C@H]1CN(C)C(=O)CN(C)C
  A = -13; B = 0; C = -4; D = 0.4; E = -11; F = 2; G = 2; H = 0

C1CCC(n2nnnc2CN2CCCC2)CC1
  A = .; B = -4; C = -9; D = .; E = -7; F = -10; G = .; H = .

COCC(=O)N(C)C[C@H]1Oc2cc(Br)ccc2S(=O)(=O)N([C@H](C)CO)C[C@H]1C
  A = -1&2; B = 2&-4; C = 3&0; D = .; E = -3; F = 3&7; G = 1&0; H = 3&4

CCOc1ccc(CC(=O)Nc2ccc(NC(=O)c3ccco3)cc2)cc1OCC
  A = -3; B = 1; C = 5; D = -0.1; E = 2; F = -1; G = -4; H = -4

C=CCNCC(=O)Nc1sc2c(c1C(=O)Nc1ccc(OC)cc1OC)CCC2
  A = -12; B = .; C = .; D = .; E = -5; F = .; G = 1; H = -4

Cc1nnc(SCc2ccccc2)nc1-c1ccccc1
  A = .; B = -1; C = 83*; D = 0.1; E = -5; F = -5; G = .; H = .

COc1ccc(CNC(=O)NCCc2c[nH]c3ccccc23)cc1
  A = -1; B = 13; C = -1; D = -0.1; E = 0; F = -13; G = 3; H = 2

O=C(NC(NC(=S)Nc1c(Cl)cccc1Cl)C(Cl)(Cl)Cl)OCc1ccccc1 (centres undefined)
  A = -18; B = .; C = .; D = -0.1; E = -4; F = .; G = 3; H = -2

CCC(=O)N1N=C(c2c(O)n(C)c(=O)n(C)c2=O)CC1c1ccccc1 (centres undefined)
  A = -7; B = -13; C = -10; D = 0.4; E = 32; F = 5; G = 2; H = 0

Cc1ccccc1NC(=O)C(NS(=O)(=O)c1ccc2c(c1)c(=O)n(C)c(=O)n2C)c1ccccc1 (centres undefined)
  A = -17; B = -3; C = -1; D = 4.2; E = -20; F = -3; G = -7; H = -1

COc1cccc(NC(=O)N(C)C[C@@H]2Oc3ncc(C#Cc4cccnc4)cc3C(=O)N([C@H](C)CO)C[C@@H]2C)c1
  A = -9; B = -2; C = 3; D = .; E = 7; F = 7; G = 0; H = -1

COc1ccc(-c2sc3cc4c(cc3c2C#Cc2ccc(N)cc2)OCO4)cc1
  A = -14; B = -4; C = 7; D = .; E = -5; F = -5; G = 1; H = -5

CCC(=O)Nc1ccc2c(c1)C(=O)N(C)C[C@H](OC)[C@@H](C)CN(C(=O)C1CC1)[C@H](C)CO2
  A = -5; B = 2; C = -2; D = -0.1; E = -2; F = -2; G = -3; H = -1

O=C1NC[C@H](c2ccccc2)N(CCc2cc(C(F)(F)F)cc(C(F)(F)F)c2)C1=O
  A = 5; B = 1; C = 10; D = -0.1; E = -6; F = -7; G = -3; H = -1

COc1ccc(OC)c(NC(=O)CCCCCn2nnc3ccccc3c2=O)c1
  A = -8; B = 4; C = -3; D = 0.1; E = 1; F = -3; G = 5; H = -2

CCCNC(=O)Nc1ccc2c(c1)C(=O)N(C)C[C@H](OC)[C@H](C)CN(C(=O)c1ccccc1F)[C@@H](C)CO2
  A = 0; B = 0; C = -6; D = -0.1; E = -6; F = 5; G = -4; H = 1

CCOC(=O)c1[nH]c2ccc(OCC)cc2c1NC(=O)CN1CCN(c2ccccc2)CC1
  A = .; B = -3; C = 27; D = .; E = 2; F = 4; G = .; H = .

CC(C)=CCC[C@](C)(O[C@@H]1O[C@H](CO[C@@H]2OC[C@H](O[C@@H]3OC[C@@H](O)[C@H](O)[C@H]3O)[C@H](O)[C@H]2O)[C@@H](O)[C@H](O)[C@H]1O)C1CC[C@]2(C)C1[C@H](O)CC1[C@@]3(C)CC[C@H](O)C(C)(C)C3[C@@H](O)C[C@]12C (some centres undefined)
  A = -5; B = -2; C = -6; D = 0.1; E = -2; F = -14; G = 2; H = 5

CC(C)(O)[C@H]1Cc2cc3ccc(=O)oc3cc2O1
  A = 5; B = -2; C = 0; D = .; E = -3; F = -5; G = 3; H = -9

COc1ccc(NC(=O)C2CCCO2)cc1Cl (centres undefined)
  A = .; B = -5; C = 0; D = .; E = 8; F = -2; G = .; H = .

CC(C)C(=O)Nc1ccc2c(c1)C(=O)N(C)[C@H]1CC[C@H](CC(=O)NCCCN(C)C)O[C@H]1CO2
  A = .; B = 0; C = 4; D = 0.1; E = -3; F = 1; G = .; H = .

O=C(c1ccccc1)N1C[C@H]2[C@@H](c3ccccc31)[C@@H](CO)N2C(=O)c1ccccn1
  A = -9; B = 0; C = 1; D = 0.0; E = -9; F = -8; G = 1; H = -3

Cc1ccc(C(=O)N2CCC2(C)C(=O)NC(C)C)cc1 (centres undefined)
  A = -12; B = 2; C = 1; D = 4.1; E = .; F = 7; G = -6; H = -2

O=C(CCc1ccc(S(=O)(=O)NC2CCCCC2)cc1)NCc1ccccn1
  A = -22; B = .; C = 7; D = .; E = 16; F = .; G = 11; H = -1

CC1CCC(NC(=O)C(Cc2ccccc2)n2cccc2)CC1 (centres undefined)
  A = -26; B = .; C = .; D = 0.8; E = 4; F = .; G = -3; H = -3

CCN(C[C@@H]1[C@@H](c2ccccc2)[C@@H](CO)N1C(=O)COC)S(C)(=O)=O
  A = -8; B = -2; C = 5; D = 0.1; E = 7; F = 6; G = 3; H = 1

COc1ccc(N2C(=NC(=O)C3CC3)SC3CS(=O)(=O)CC32)cc1Cl (centres undefined)
  A = -9; B = 1; C = 1; D = .; E = 0; F = 4; G = 1; H = -2

CCOC(=O)N1CCN(c2c(NC3CCN(Cc4ccccc4)CC3)c(=O)c2=O)CC1
  A = 34; B = 4; C = -6; D = -0.1; E = -4; F = 6; G = 0; H = 0

COCCNC(=O)Cn1cc(S(=O)(=O)N2CCN(c3ccccc3F)CC2)c2ccccc2c1=O
  A = -8; B = .; C = .; D = .; E = 2; F = .; G = -6; H = -1

O=C(c1cccc(F)c1)N1CC[C@H]2[C@H](CO)Nc3ccc(-c4ccc(F)cc4)cc3[C@H]21
  A = 1; B = 1; C = -3; D = 0.6; E = 12; F = -6; G = -2; H = 0

O=C(CSc1ccc2c(c1)OCCO2)N1CCN(c2ccccc2O)CC1
  A = -10; B = 6; C = -1; D = .; E = .; F = -8; G = 5; H = 5

O=C1CC2(CCN(C(=O)c3c(F)cccc3Cl)CC2)Oc2ccccc21
  A = -7; B = -6; C = 0; D = .; E = 6; F = 12; G = 1; H = -5

CCc1cccc(OCC2Cn3c(nc4c3c(=O)n(C)c(=O)n4C)O2)c1 (centres undefined)
  A = -13; B = 0; C = -1; D = -0.1; E = 1; F = 4; G = -1; H = 0

CO[C@@H](CCO)[C@@H](O)c1ccc(O)c(F)c1
  A = -2; B = 2; C = .; D = .; E = -5; F = -3; G = 0; H = -1

# (listing goes on)
# Screens by letter: A = RAD52 anneal inh; B = PglD DTNB; C = esBAF inh; D = E-sel inducer; E = ARNT TACC3 PPI; F = RAD54 branch; G = ERp5 block; H = CASP6 VEID inh
Cc1noc(/C=C/N(C)C)c1S(=O)(=O)N1CCCC(C(=O)NC2CCCCC2C)C1 (centres undefined)
  A = -70; B = 0; C = -1; D = .; E = 0; F = -12; G = -1; H = -2

CCN1C(=O)[C@H]2[C@H]3CN=C(SCc4ccc(C#N)cc4)N3[C@@](C)(C(=O)OC)[C@H]2C1=O
  A = -13; B = -1; C = -10; D = .; E = -4; F = 8; G = 2; H = -2

CCC(C)(C)C1CCc2[nH]nc(C(=O)NC3CCCCC3)c2C1 (centres undefined)
  A = -10; B = -1; C = 58*; D = 1.2; E = 2; F = 10; G = 9; H = 0

COc1ccc(NC(=O)c2ccc3c(c2)OCO3)cc1S(=O)(=O)N1CCOCC1
  A = -8; B = 5; C = -5; D = .; E = 3; F = -20; G = 0; H = 2

COc1cc2nc(CN3CCN(S(=O)(=O)c4ccccc4C(F)(F)F)CC3)[nH]c(=O)c2cc1OC
  A = -3; B = .; C = -9; D = .; E = .; F = .; G = -4; H = -2

COc1ccc(CNC(=O)COC(=O)CN2C(=O)C(C)Oc3ccc(C)cc32)cc1 (centres undefined)
  A = -4; B = -3; C = -4; D = .; E = 5; F = 4; G = -7; H = 0

CCOC(=O)c1ccc(C(=O)NNC(=O)C2CC=CCC2)cc1 (centres undefined)
  A = -1; B = 2; C = .; D = 0.0; E = .; F = -6; G = 3; H = 0

C[C@@H]1CN([C@@H](C)CO)C(=O)c2cccc(NS(=O)(=O)c3cccs3)c2O[C@@H]1CN(C)CC1CC1
  A = -10; B = -2; C = 4; D = -0.2; E = -16; F = -8; G = -1; H = 1

O=C(OC1CCOC1=O)c1ccc(NS(=O)(=O)c2cccs2)cc1 (centres undefined)
  A = -29; B = 10; C = 4; D = .; E = -2; F = -8; G = 5; H = 3

# Some of the entries above, set out differently.
compound,RAD52 anneal inh,PglD DTNB,esBAF inh,E-sel inducer,ARNT TACC3 PPI,RAD54 branch,ERp5 block,CASP6 VEID inh
COc1ccc2oc(C(=O)OCC(=O)NC3CC3)c(C)c2c1,-6,.,.,.,-9,-1,9,2
COc1ccc(N2C(=NC(=O)C3CC3)SC3CS(=O)(=O)CC32)cc1Cl (centres undefined),-9,1,1,.,0,4,1,-2
